# STAT3 inh – IL-6 driven STAT3 reporter inhibitors, primary screen, U3A cells, luciferase, luminescence, MLSCN library; inhibition, % at 5.5 µM; hit rate 0.89% among 190,000; IL-6 STAT3-luciferase reporter; host cell line lacks STAT1;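 active = inhibition above the mean inhibition across all screened compounds plus 3 SD, cut at about 44% in these data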;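 also: 0% = DMSO only wells and 100% = 100 µM nifuroxazide control wells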
# RAM inhibit – inhibitors of the yeast RAM network, primary screen, dse1pr::URA3 reporter, 5-FOA selection; S. cerevisiae dse1pr::URA3 reporter, 5-FOA growth OD615, 2 d; analog-sensitive cbk1-as2 kinase mutant strain; inhibition, % at 50 µM; hit rate 1.8% among 190,000;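 active = inhibition above a set limit, 3 SD over mean compound inhibition, cut at about 8.4% in these data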;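 also: 0% = DMSO-only wells with no growth and 100% = 10 µM 1-NA-PP1 full growth; inhibition rescues growth on 5-FOA so higher OD means more RAM inhibition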
# ROMK mod – ROMK potassium channel modulators, primary screen, cell-based, thallium flux, MLSMR library; Tet-inducible ROMK, thallium flux fluorescence; actives lie on both sides; AID 1918, 2009; ATP-sensitive inward rectifier potassium channel 1 (Homo sapiens), P48048; B-score at 10 µM; hit rate 2% among 130,000;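 active = signal ratio slope over the read window, or its plate-corrected B-score, at least 3 SD from the plate mean, either direction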;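 also: B-score of the F/F0 ratio slope over 7 to 12 s after thallium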
# PPARg SRC-2 ag – agonists of PPARg-SRC-2 recruitment, primary screen, biochemical, HTS; Peroxisome proliferator-activated receptor gamma (Homo sapiens), P37231; PPARgamma LBD-SRC-2 recruitment; activation, % at 8 µM; hit rate 0.34% among 200,000; AID 1032, 2008; in the data active = activation above about 22%;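 also: 0% = vehicle and 100% = reference agonist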
# S1P3 antag – S1P3 receptor antagonists, primary screen, cell-based; CHO S1P3 NFAT-BLA reporter, FRET fluorescence, antagonist mode; inhibition, % at 4.98 µM; hit rate 0.27% among 170,000;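 active = inhibition above the plate cutoff, the mean inhibition of test wells on that plate plus 3 SD, cut at about 28% in these data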;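 also: cells challenged with S1P at its EC80 of 0.8 µM; blue over green emission ratio from cleaved BLA substrate after 4 h stimulation; 0% = S1P-stimulated wells and 100% = unstimulated DMSO-only wells; some compounds past the cut are filed as inactive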
# TR-FRET SRC-2 ct – TR-FRET signal artefacts, primary screen, artefact control for PPARgamma SRC-2 agonist project, biochemical. AID 1049, 2008. TR-FRET ratio at 8 µM. hit rate 0.4% among 200,000. TR-FRET artefact counter-screen; active compounds read high; in the data active = TR-FRET ratio above about 2000; also: inactives centre near 1500
# STAT1 blocker – STAT1 signaling inhibitors, primary screen, cell-based, HTS, luciferase reporter; NIH 3T3 STAT1-luciferase reporter, IFN-gamma, luminescence; inhibition, % at 5.5 µM; hit rate 0.35% among 200,000;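 active = inhibition above a set limit, the mean inhibition across all tested compounds plus 3 SD, cut at about 34% in these data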;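 also: 0% = IFN-gamma with DMSO and 100% = IFN-gamma with 300 µM nifuroxazide; values of inactives mirror those of a sister screen read the other way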
# STAT3 activator – IL-6 driven STAT3 reporter potentiators, primary screen, U3A cells, luciferase, luminescence, MLSCN library. IL-6 STAT3-luciferase reporter; 100% = signal with IL-6 EC80 alone. activation (% of control), % at 5.6 µM. hit rate 0.91% among 190,000. AID 871, 2007;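 active = activation above the screen-wide mean of compound activation plus 3 SD, cut at about 130% in these data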;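 also: 0% = background luminescence of wells with medium and substrate only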
#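 Test system: human U3A cells carrying STAT3-luciferase construct; control set: IL-6-only wells as 100% reference; timing: compound pre-incubation 1 h before IL-6, then 6 h stimulation at 37 °C; also added: IL-6 stimulus at 33 ng/mL final; evaluation: % activation versus median of IL-6-stimulated wells; detection: reporter luminescence signal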
# TLR4-MyD88 BLA – inhibitors of TLR4-MyD88 association in cells, primary screen, cell-based, HeLa CL3-4, BLA complementation, FRET ratio; Toll-like receptor 4 (Homo sapiens) + Myeloid differentiation primary response protein …; inhibition, % at 8.4 µM; hit rate 0.18% among 200,000; HeLa CL3-4 TLR4/MyD88 BLA complementation; in the data active = inhibition above about 25%;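 also: 0% = vehicle and 100% = reference inhibitor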
# Target sequence (O00206 whole entry, looked up): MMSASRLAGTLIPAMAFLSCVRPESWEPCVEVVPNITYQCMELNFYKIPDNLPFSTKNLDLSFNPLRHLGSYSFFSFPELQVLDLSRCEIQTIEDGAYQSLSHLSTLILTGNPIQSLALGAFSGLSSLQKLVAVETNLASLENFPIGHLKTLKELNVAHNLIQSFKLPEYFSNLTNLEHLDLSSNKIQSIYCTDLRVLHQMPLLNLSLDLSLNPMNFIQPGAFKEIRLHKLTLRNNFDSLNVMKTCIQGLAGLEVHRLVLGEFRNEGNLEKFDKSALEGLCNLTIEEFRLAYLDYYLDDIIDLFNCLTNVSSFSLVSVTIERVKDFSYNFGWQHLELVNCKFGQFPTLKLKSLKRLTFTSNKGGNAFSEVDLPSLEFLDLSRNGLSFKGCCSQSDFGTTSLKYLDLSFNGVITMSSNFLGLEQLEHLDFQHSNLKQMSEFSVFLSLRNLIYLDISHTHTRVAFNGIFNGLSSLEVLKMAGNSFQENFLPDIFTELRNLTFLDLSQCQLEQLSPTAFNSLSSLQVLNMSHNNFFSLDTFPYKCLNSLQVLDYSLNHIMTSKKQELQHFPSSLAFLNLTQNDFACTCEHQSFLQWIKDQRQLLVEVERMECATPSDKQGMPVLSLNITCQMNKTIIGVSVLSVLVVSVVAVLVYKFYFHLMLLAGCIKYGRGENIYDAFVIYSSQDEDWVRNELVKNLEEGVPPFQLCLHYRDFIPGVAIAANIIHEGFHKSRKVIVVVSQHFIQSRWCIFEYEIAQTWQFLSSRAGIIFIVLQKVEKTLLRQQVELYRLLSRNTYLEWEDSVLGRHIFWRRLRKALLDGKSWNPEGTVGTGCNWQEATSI
# Target sequence (Q99836 whole entry, looked up): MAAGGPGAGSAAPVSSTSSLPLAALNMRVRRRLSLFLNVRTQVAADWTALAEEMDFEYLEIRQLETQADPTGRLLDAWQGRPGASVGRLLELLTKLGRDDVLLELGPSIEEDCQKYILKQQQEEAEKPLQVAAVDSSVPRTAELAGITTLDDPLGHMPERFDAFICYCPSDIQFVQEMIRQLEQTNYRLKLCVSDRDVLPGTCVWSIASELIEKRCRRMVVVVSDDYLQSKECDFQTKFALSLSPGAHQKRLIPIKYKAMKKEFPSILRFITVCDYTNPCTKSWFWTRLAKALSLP
# PPARg SRC-3 ag – PPARgamma agonists recruiting SRC-3 coactivator, primary screen, biochemical; Peroxisome proliferator-activated receptor gamma (Homo sapiens), P37231; biochemical PPARgamma/SRC-3 coactivator recruitment assay; activation, % at 8 µM; hit rate 0.26% among 200,000; AID 731, 2007; in the data active = activation above about 23%;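 also: 0% = DMSO and 100% = reference agonist; some compounds past the cut are filed as inactive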
# PPARg SRC-1 ag – PPARgamma agonists recruiting SRC-1 coactivator, primary screen, biochemical | PPARgamma-SRC-1 coactivator recruitment biochemical assay | activation, % at 8 µM | hit rate 0.41% among 200,000 | AID 631, 2007; in the data active = activation above about 19%;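 also: 0% = DMSO and 100% = reference agonist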
# Active calls of the source: *; . = not tested or not shown.
cpd	compound	STAT3 inh	RAM inhibit	ROMK mod	PPARg SRC-2 ag	S1P3 antag	TR-FRET SRC-2 ct	STAT1 blocker	STAT3 activator	TLR4-MyD88 BLA	PPARg SRC-3 ag	PPARg SRC-1 ag
1	O=C(C1COc2ccccc2O1)N1CCN(c2ccc(F)cc2)CC1 (configuration not stated)	10	0.6	-1.7	8	-19	1554	2	95	-10	6	6
2	Cc1cccc(-c2nnc(SCC#N)n2C)c1	10	2.9	0.53	-1	-11	1556	-2	98	-6	-1	2
3	CCOC(=O)NC(=O)CSc1nc2ccccc2[nH]1	6	1.5	-0.02	2	3	1475	-3	99	8	1	2
4	S=C1N(c2ccccc2)C(c2cccc3ccccc23)N2CCCN12 (configuration not stated)	-6	5.0	-0.2	0	.	1428	-2	106	6	-1	3
5	COc1ccc([N+](=O)[O-])cc1NC(=S)NC(NC(=O)Cc1ccc(OC)c(OC)c1)C(Cl)(Cl)Cl (configuration not stated)	12	5.8	0.13	-1	.	1553	-12	96	5	1	-9
6	COC(=O)c1c(NC(=O)CC2SC(N)=NC2=O)sc2c1CCCC2 (configuration not stated)	9	0.7	.	-4	.	1512	-8	100	-3	-4	1
7	C=CCn1c(SCC(=O)c2c(N)n(CCC)c(=O)n(C)c2=O)nc2sc(CC)cc2c1=O	0	1.7	0.76	9	.	1595	-2	101	2	3	5
8	CCCCc1cc(=O)oc2cc(O)ccc12	5	1.0	-0.89	11	-19	1391	8	98	-5	0	2
9	CC(C)(C)C(=O)Nc1ccccc1C(=O)OCC(=O)c1ccc2c(c1)OCCO2	-7	-0.1	.	-8	-85	1474	4	106	4	-2	-6
10	Cc1nn(C(C)C(=O)NCCCc2ccccc2)c(=O)c2cc3occc3n12 (configuration not stated)	8	0.8	0.89	7	.	1473	5	98	-12	14	3
11	Cc1ccccc1-c1nnn(CC(=O)Nc2cccc(S(N)(=O)=O)c2)n1	4	1.5	.	4	7	1630	-9	99	-11	2	11
12	O=C1c2ccccc2OC2(C=Cc3ccccc3O2)N1Cc1ccccc1 (configuration not stated)	-2	1.7	0.19	-4	.	1480	-2	101	-7	0	-1
13	CCOC(=O)c1c(C)n(C)c2ccc(OC(=O)c3ccc(N4C(=O)CCC4=O)cc3)cc12	4	3.0	0.016	-8	-5	1547	1	95	-1	1	-5
14	CCN(CC)c1ccc(N2C(=O)/C(=C/c3cccs3)SC2=S)cc1	1	4.2	.	12	.	1561	2	101	-2	-1	8
15	CCc1ccc2c(c1)C1(C(=O)N2)N2CCCC2C(C(=O)c2ccc3ccccc3c2)C12C(=O)Nc1ccccc12 (configuration not stated)	-14	3.5	.	5	-11	1603	-3	113	4	2	-7
16	O=C(Cc1ccc(Cl)cc1)c1c[nH]c(C(=O)NCc2cccnc2)c1	-13	-0.5	-0.51	-12	-8	1667	-2	111	-3	4	0
17	O=C1c2ccccc2C(Nc2ccc(Cl)cn2)N1c1ccccn1 (configuration not stated)	0	1.4	.	7	12	1467	9	104	2	-1	-1
18	COc1ccc(CN2CCCCC2C)cc1C (configuration not stated)	6	1.7	.	6	.	1716	0	102	-10	6	0
19	CCOC(=O)c1ccc(NC(=O)NCc2ccccc2)cc1	8	1.7	1.3	-3	-5	1326	-8	97	-2	0	0
20	CCc1ccc(NC(=O)C2CC(=O)N=C(N)S2)cc1 (configuration not stated)	8	-0.6	.	4	-22	1549	3	96	-5	-3	2

# Three compounds already listed, arranged by formula weight, rising.
cpd	compound	STAT3 inh	RAM inhibit	ROMK mod	PPARg SRC-2 ag	S1P3 antag	TR-FRET SRC-2 ct	STAT1 blocker	STAT3 activator	TLR4-MyD88 BLA	PPARg SRC-3 ag	PPARg SRC-1 ag
19	CCOC(=O)c1ccc(NC(=O)NCc2ccccc2)cc1	8	1.7	1.3	-3	-5	1326	-8	97	-2	0	0
16	O=C(Cc1ccc(Cl)cc1)c1c[nH]c(C(=O)NCc2cccnc2)c1	-13	-0.5	-0.51	-12	-8	1667	-2	111	-3	4	0
15	CCc1ccc2c(c1)C1(C(=O)N2)N2CCCC2C(C(=O)c2ccc3ccccc3c2)C12C(=O)Nc1ccccc12 (configuration not stated)	-14	3.5	.	5	-11	1603	-3	113	4	2	-7

# (continued)
cpd	compound	STAT3 inh	RAM inhibit	ROMK mod	PPARg SRC-2 ag	S1P3 antag	TR-FRET SRC-2 ct	STAT1 blocker	STAT3 activator	TLR4-MyD88 BLA	PPARg SRC-3 ag	PPARg SRC-1 ag
21	N#CC1=C(N)C(C#N)(C#N)[C@H](c2ccncc2)[C@H]2CC3(CC=C12)OCCO3	14	-0.8	-3.8*	9	0	1510	-6	95	6	-6	6
22	Cc1ccc(Cn2nc(C)c(NC(=O)CSc3nc4c(c(C(F)(F)F)n3)CCc3ccccc3-4)c2C)cc1	-1	0.2	.	0	-1	1627	-12	97	-1	-3	3
23	CN(C)CCCNC(NC(=O)c1cccs1)C(Cl)(Cl)Cl (configuration not stated)	-7	0.1	.	-9	-17	1573	6	106	6	0	-4
24	O=C(COC(=O)c1cc([N+](=O)[O-])ccc1NCc1ccccc1)NCc1ccccc1Cl	0	2.4	-0.3	-1	-12	1706	3	100	-16	2	8
25	CN1CC[n+]2cnc3ccccc3c21	-12	2.4	.	-12	-11	1336	-5	113	-1	-11	-3
26	O=C1NCC(O)=C1C=NCCO	7	-0.3	.	3	.	1665	4	102	6	7	4
27	COC(=O)Cn1c(CN2CCOCC2)nc2c1c(=O)[nH]c(=O)n2C	-7	0.6	.	6	4	1668	5	106	1	3	1
28	COc1ccc(S(=O)(=O)N2CCN(c3cc(-c4ccccc4)nc4ncnn34)CC2)cc1	-17	4.3	-0.1	10	12	1523	4	116	1	6	-2
29	COc1cc(NC(=O)c2ccc(C(C)(C)C)cc2)c(OC)cc1NC(=O)CN1CCCCC1	-3	0.4	0.4	-3	-11	1584	-6	105	-4	-1	-5
30	CC1CCc2c(sc3nc(CSc4ncn[nH]4)[nH]c(=O)c23)C1 (configuration not stated)	15	0.5	.	-2	-8	1596	-15	85	-4	4	-3
31	COc1ccc(C(=O)NC(=S)NNC(=O)c2cnccn2)cc1	5	5.9	0.86	2	-10	1487	-5	99	5	-1	-4
32	CC(C)(C)NC(=O)/C(=C/c1ccccc1F)NC(=O)c1ccc([N+](=O)[O-])cc1	-11	5.0	0.47	1	-14	1456	-1	110	2	4	7
33	CC(=O)c1ccc(OCC(C)C)c(CC(C(N)=O)C(N)=O)c1	7	0.5	.	4	4	1785	4	100	0	-6	7
34	COc1ccc(C(=O)Nc2cc(Cl)ccc2Cl)c(OC)n1	0	1.2	.	-1	-12	1529	-4	105	-2	-4	-1
35	Cc1c(CNC(=O)c2c([N+](=O)[O-])cnn2C)cnn1C	12	2.6	.	0	7	1479	-8	94	-25	1	9
36	CC(=O)Nc1sc(C)c(C)c1C(=O)OCC(=O)N(CC(C)C)C1CCS(=O)(=O)C1 (configuration not stated)	-7	5.3	0.14	-3	-2	1622	-4	104	-5	-3	-4
37	COc1ccc(-c2ccc(=O)n(CC(=O)Nc3ccc4c(c3)OCCO4)n2)cc1	0	1.3	.	0	-8	1572	-5	102	-1	0	3
38	COC(=O)c1cc(C(=O)Nc2cc(C)ccn2)cc([N+](=O)[O-])c1	4	1.9	-0.52	11	.	1457	-11	97	3	4	5
39	O=C(CC(=O)N/N=C\c1cccc(Cl)c1Cl)NCc1ccccc1	4	1.9	-1.1	9	-9	1610	4	95	-10	1	5
40	COc1cccc(-c2cc(C(=O)N3CCc4ccccc4C3)no2)c1	4	2.3	.	3	-14	1514	2	99	4	-2	-5
41	CCCC(=O)N1CCN(c2ccc([N+](=O)[O-])c(NC(C)c3ccccc3)c2)CC1 (configuration not stated)	8	5.0	-5.3*	3	.	1493	10	99	7	1	-3
42	COc1ccc(Cn2nnc3c(=O)[nH]c(C4CCCN(C(=O)c5ccccc5)C4)nc32)cc1 (configuration not stated)	4	1.6	.	2	-3	1435	-1	96	0	3	-2
43	Cc1cc(C)n(CC(O)COc2ccccc2[N+](=O)[O-])n1 (configuration not stated)	3	0.5	.	-3	6	1514	3	97	20	-3	-8
44	CC(=O)NC(Cc1ccc(F)cc1)C(=O)O (configuration not stated)	-3	1.4	1.3	-4	-40	1573	3	105	-4	-5	5
45	CNC(=O)c1ccccc1NC(=O)c1cccc(S(=O)(=O)N2CCCCC2)c1	14	1.0	0.25	0	4	1549	-23	97	13	4	2
46	COc1cc(-c2nc3n(n2)C(c2ccc(F)cc2)C2=C(CCCC2=O)N3)cc(OC)c1OC (configuration not stated)	8	1.6	-0.53	-7	-1	1531	14	97	13	3	1
47	COc1ccccc1NC(c1cccnc1)c1ccc2cccnc2c1O (configuration not stated)	-1	-0.2	.	-2	-7	1360	1	97	5	-11	4
48	Cc1cccc(OCC(=O)Nc2nnn(C)n2)c1C	2	1.8	.	5	.	1585	6	99	1	-5	-3
49	N=c1occ(C(=O)c2cc(F)ccc2O)cc1C(=O)NC1CCCCC1	5	4.2	-0.16	-6	5	1449	-6	97	6	-1	2
50	Nc1cc(=O)[nH]c(SCC(=O)Nc2ccc(Br)cc2)n1	5	1.1	0.97	9	.	1767	1	98	-20	11	5
51	Clc1nc(CN2CCCCC2)nc2sc3c(c12)CCCC3	1	0.5	-1.1	2	-13	1383	-5	99	6	1	-4
52	CCOC(=O)C1C(=O)CC(C)(O)C(C(=O)OCC)C1c1ccc2c(c1)OCO2 (configuration not stated)	-6	.	.	4	10	1514	1	108	-13	0	-5
53	CCOC(=O)c1nc2sc3c(c2c(=O)n1C(C)C(=O)OCC)CCCC3 (configuration not stated)	8	-0.5	.	4	5	1526	-4	99	1	6	9
54	Cc1cc(C)c(S(=O)(=O)Cc2ccc(Cl)cc2)c(=O)[nH]1	28	0.6	-0.82	7	14	1484	-3	79	10	3	-4
55	Cc1ccc(C)c(N2CCN(Cc3nnnn3C3CCCCC3)CC2)c1	-5	-0.6	.	-6	-20	1680	1	110	2	-9	2
56	CCc1ccc(NC(=O)c2cc(-c3ccc(OC)cc3)on2)cc1	4	2.1	0.14	10	.	1368	-1	96	1	-2	-1
57	CC1=NN(C(=O)CSCc2ccccc2)C(O)(c2ccccc2)C1 (configuration not stated)	10	0.0	.	1	-16	1619	1	96	0	5	1
58	Cc1ccc(CNC(=O)CCCNC(=O)c2ccc(Cl)cc2)n1C	-1	2.1	.	2	-12	1554	-1	104	2	11	-3
59	OC(CN1CCCCC1)Cn1c(C(F)(F)F)nc2ccccc21 (configuration not stated)	7	0.7	.	-9	5	1434	-2	97	4	-17	-15

# From PubChem
